RGS12 GoLoco inh – inhibitors of human Gai1-RGS12 GoLoco interaction (red fluorophore). P63096. Gai1:RGS12 GoLoco peptide FP, rhodamine, 10 min. Potency, µM (series often up to 61.6 µM), for inactives: top-dose activity, negative = inhibition, actives largely listed as inhibitors. 0.44% of 230,000 active. AID 880; active = well fitted inhibition curve with a large enough effect, not every such curve was filed as active; inactive = no such curve, though single readings can be large or run the other way; note: nearly all actives have a fitted effect of over 30% in size; many of its hits are not listed in these tables
RECQ1 helicase – RECQ1 (human) helicase inhibition | Potency, µM (top dose mostly 57.3 µM), without a hit: at the top dose activity, negative = inhibition, hits mostly inhibitors | RECQ1 DNA unwinding, red fluorescence kinetic read | 0.54% of 240,000 active | AID 2549;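 note: plate controls were vehicle for no effect and no enzyme for full effect; nearly all actives have a fitted effect of over 30% in size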
Target sequence (P46063 whole entry, looked up): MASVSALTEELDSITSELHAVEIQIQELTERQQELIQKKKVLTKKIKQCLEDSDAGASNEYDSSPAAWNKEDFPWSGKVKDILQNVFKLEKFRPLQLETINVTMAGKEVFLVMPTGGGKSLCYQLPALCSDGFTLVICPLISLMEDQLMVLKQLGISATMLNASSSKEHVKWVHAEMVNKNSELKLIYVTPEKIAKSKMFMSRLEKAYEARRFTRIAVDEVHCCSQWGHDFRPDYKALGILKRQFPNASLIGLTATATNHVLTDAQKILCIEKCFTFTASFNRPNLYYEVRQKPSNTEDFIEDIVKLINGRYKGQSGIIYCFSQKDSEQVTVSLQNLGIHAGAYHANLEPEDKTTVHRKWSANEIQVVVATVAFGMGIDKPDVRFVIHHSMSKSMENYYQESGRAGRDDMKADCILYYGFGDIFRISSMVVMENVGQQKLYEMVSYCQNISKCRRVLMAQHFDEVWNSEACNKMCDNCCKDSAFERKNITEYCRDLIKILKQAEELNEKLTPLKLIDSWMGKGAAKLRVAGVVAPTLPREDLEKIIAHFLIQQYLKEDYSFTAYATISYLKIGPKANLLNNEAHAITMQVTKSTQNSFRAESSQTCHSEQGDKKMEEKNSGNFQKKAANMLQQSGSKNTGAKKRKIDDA
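RECQ1T1 50 nM; forked duplex (20 bp + 30-nt ss tails) 200 nM, ATP 2 mM final; pH 8.0, 2 mM MgCl2, 2.5 ug/ml poly(dI-dC); 15 min compound preincubation; discontinuous kinetic read over 2 h at RT.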
TR SRC2 fluor cs – alters Texas Red total fluorescence, flagging assay interference. TRb/SRC2 Texas Red total fluorescence interference. Potency, µM (titrated, usually from 106 µM), for the others: top-dose fluorescence change, negative = quenching. 0.29% of 280,000 active; active = well fitted curve in either direction with a large enough effect; inconclusive = small, poorly fitted or top-dose-only effect
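Human TRb ligand-binding domain at 0.6 uM with 20 nM Texas Red SRC2 peptide in Tris buffer containing 1 uM T3 and 5% DMSO, incubated with compound 5 h at ambient temperature. Total fluorescence (555/632 nm) calculated as parallel + 2 × perpendicular.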
TRb SRC2 PPI – inhibitors of human thyroid hormone receptor beta-SRC2 interaction; 0.065% of 280,000 active; Potency, µM (doses to about 106 µM), for inactives: at the top dose activity change, negative = inhibition, most hits filed as inhibitors; AID 1469; P10828; TRbeta-SRC2 peptide binding, fluorescence polarization; receptor liganded with 1 µM T3;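 note: plate controls were bound peptide for no effect and peptide without receptor for full effect; nearly all actives have a fitted effect of over 50% in size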
Target sequence (P10828 whole entry, looked up): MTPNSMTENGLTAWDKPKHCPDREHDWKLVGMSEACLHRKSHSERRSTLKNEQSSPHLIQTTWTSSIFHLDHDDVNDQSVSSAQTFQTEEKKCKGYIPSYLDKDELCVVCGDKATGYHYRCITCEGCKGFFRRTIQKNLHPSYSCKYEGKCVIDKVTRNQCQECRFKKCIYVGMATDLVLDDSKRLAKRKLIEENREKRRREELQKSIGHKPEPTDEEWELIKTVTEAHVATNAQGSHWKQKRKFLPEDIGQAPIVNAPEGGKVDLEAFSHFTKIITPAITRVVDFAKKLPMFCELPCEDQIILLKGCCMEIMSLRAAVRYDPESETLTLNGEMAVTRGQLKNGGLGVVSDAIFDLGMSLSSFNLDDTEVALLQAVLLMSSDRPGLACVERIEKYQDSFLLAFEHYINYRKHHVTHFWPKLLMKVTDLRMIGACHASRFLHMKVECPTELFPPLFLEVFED
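TRb LBD 0.6 uM + Texas Red SRC2 peptide 20 nM, 1 uM T3, Tris buffer w/ 5% DMSO; compound pinned, 5 h RT; FP read ex 555/em 632; normalized to unbound and bound controls.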
KDM4E inh – inhibitors of human JMJD2E histone demethylase. JMJD2E catalytic domain, FDH-coupled NADH fluorescence (FDH is formaldehyde dehydrogenase). B2RXH2. Potency, µM (doses to about 57.1 µM), inactives show at the top dose activity change, negative = inhibition, actives largely listed as inhibitors. 1.6% of 230,000 active; active = well fitted inhibition curve with a large enough effect, not every such curve was filed as active; inconclusive = small, poorly fitted or top-dose-only effect, or another doubt; inactive = no such curve, though single readings can be large or run the other way;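 note: 0% = wells with enzyme and -100% = buffer wells without enzyme; nearly all actives have a fitted effect of over 50% in size; many of its hits are not listed in these tables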
L3MBTL1 inh – L3MBTL1 (human) inhibition; Potency, µM (highest dose often 57.1 µM), for the others: at the top dose activity, negative = inhibition, most hits filed as inhibitors; Q9Y468; AID 485360; AlphaScreen L3MBTL1–H3K9me1 peptide binding; 0.66% of 230,000 active; note: nearly all actives have a fitted effect of over 60% in size
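First, the protein-peptide complex forms for 30 min at room temperature (L3MBTL1 50 nM, biotinylated H3K9me1 peptide 75 nM). Next, compounds are pin-transferred and incubated 30 min. Finally, AlphaScreen beads are added and read after 30 min.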
Tau ThT inhib – blocks human tau fibril formation measured by thioflavin T; P10636; recombinant tau K18 P301L (four-repeat tau fragment), heparin-induced fibrillization, ThT fluorescence; Potency, µM (top dose mostly 57.4 µM), for inactives: at the top dose activity, negative = inhibition, actives largely listed as inhibitors; 2.1% of 270,000 active; AID 1460; note: nearly all actives have a fitted effect of over 55% in size
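Heparin-induced fibrillization of the P301L-mutant K18 repeat-domain fragment of human tau was followed by ThT binding in quantitative high-throughput format.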
Tau fibril FP – tau fibrillization inhibition (FP) | P10636 | K18 P301L tau heparin fibrillization, Alexa594 FP, 6 h | Potency, µM (top dose mostly 57.7 µM), without a hit: at the highest dose activity, negative = inhibition, hits mostly inhibitors | 0.39% of 280,000 active; note: nearly all actives have a fitted effect of over 55% in size
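Compound effects on tau fibrillization are measured by Alexa 594 fluorescence polarization (ex 555, em 632 nm). K18 P301L tau is used at 15 uM with 0.24 uM labeled tracer, and 20 uM heparin induces aggregation over 6 hr at 37 C.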
Active calls of the source: *; i = inactive; ? = inconclusive; . = not tested or not shown; [ ] = another dose, or the depositor's remark. Unless noted, calls come from the whole dose curve; as a rule, active = well fitted curve in the direction sought with a large enough effect; inconclusive = small, poorly fitted or top-dose-only effect, or another doubt; inactive = no such curve, though single readings can be large; an effect the other way counts as inactive or inconclusive. Unless noted, % is set by controls: 0 for no effect and ±100 for the full control effect; potency is the fitted concentration of half-maximal effect. These rows are one share of the data (hit frequency here may not be typical).

entry	molecule	RGS12 GoLoco inh	RECQ1 helicase	TR SRC2 fluor cs	TRb SRC2 PPI	KDM4E inh	L3MBTL1 inh	Tau ThT inhib	Tau fibril FP
1	Cc1c(C(=O)Nc2ccc(F)cc2)cn2c(nc3ccccc32)c1C#N	3%	-8%	-6%	1%	?	.	4%	1%
2	COc1ccc(CNS(=O)(=O)c2ccc(F)c(C(=O)Nc3ccc(OC)cc3)c2)cc1	7%	-9%	5%	7%	?	.	0%	-5%
3	Cc1ccc(C(=O)NC(=S)Nc2ccccc2C(F)(F)F)c(C)c1	1%	-1%	-3%	-5%	-4%	14%[11.4 µM]	-10%	-12%
4	CCOC(=O)/C(O)=C(\C#N)c1nc2ccccc2[nH]1	22%	i	-5%	-1%	3%	-4%	?	3%
5	CCOc1ccc(-c2cc3c(=O)n(Cc4nc(-c5cccc(OC)c5OC)oc4C)ccn3n2)cc1Cl	.	.	-21%	-1%	.	.	-5%	-3%
6	OCCNc1ncnc2c1ncn2Cc1ccccc1	-1%	2%	-2%	-18%	8%	1%	-3%	12%
7	CCOC(=O)c1ccccc1NC(=S)N1CCN(C2CCCCC2)CC1	0%	0%	0%	-1%	-11%	.	1%	-5%
8	O=c1c2oc3ccccc3c2n(Cc2ccccc2)c(=O)n1Cc1ccco1	.	.	-2%	4%	.	.	-8%	-4%
9	CCc1ccc(CNC(=O)C(CC)n2nc(C)c3c(C)n(-c4ccccc4)nc3c2=O)cc1 (stereo not given)	.	.	1%	5%	.	.	12%	5%
10	CC(C)Cn1c(-c2ccc(S(=O)(=O)N3CCOCC3)cc2)csc1=Nc1cc(Cl)ccc1Cl	.	.	-8%	8%	.	.	1%	-7%
11	CC(C)CCN1CCN(Cc2cccn2-c2cccnc2)CC1CCO (stereo not given)	3%	-6%	-2%	10%	12%	-11%	-10%	-10%
12	O=C(CSc1ccccc1)NCc1ccc2c(c1)CCN2C(=O)c1ccc(F)cc1	.	.	-13%	-4%	.	.	-1%	3%

(more compounds)
entry	molecule	RGS12 GoLoco inh	RECQ1 helicase	TR SRC2 fluor cs	TRb SRC2 PPI	KDM4E inh	L3MBTL1 inh	Tau ThT inhib	Tau fibril FP
13	COc1cccc(C(=O)N(Cc2nc(-c3ccc(Cl)cc3)no2)C(C)C)c1OC	.	.	-6%	4%	.	.	-15%	9%
14	O=Cc1ccsc1B(O)O	-2%	-12%	-6%	-3%	4%	.	10%	-10%
15	COc1ccc(O[C@H]2C=C[C@@H](c3ccccc3)O[C@H]2CO/N=C\C[C@@H]2C=C[C@H](OC(C)=O)[C@H](COC(C)=O)O2)cc1	.	i[11.5 µM]	-1%[11.2 µM]	-5%[11.2 µM]	.	.	-10%[11.5 µM]	-5%[11.6 µM]
16	CCCNC(=O)OC[C@@H]1O[C@H](CCO/N=C\c2ccc(C(=O)N3[C@H](c4ccc(C)cc4)[C@@H](C)CC[C@H]3C(=O)OC)cc2)C=C[C@@H]1Oc1ccc(OC)cc1	.	-11%[11.5 µM]	-1%[11.2 µM]	-10%[11.2 µM]	.	.	-10%[11.5 µM]	3%[11.6 µM]
17	CCCCN1C(=O)CC(Nc2ccc(CC)cc2)C1=O (stereo not given)	-1%	1%	-3%	-2%	2%	-8%	-11%	7%
18	Cc1cc(C)c(NC(=O)CCCN2CCN(C)CC2)c(C)c1	-1%	-1%	-1%	1%	3%	3%	-1%	0%
19	COc1ccc2c(CC(=O)Nc3ccc(OC)c(S(=O)(=O)N4CCOCC4)c3)coc2c1	1%	-17%	4%	-5%	12%	-3%	-2%	2%
20	COc1ccc(CCNC(=O)CC(NS(=O)(=O)c2ccc(NC(C)=O)cc2)C(C)C)cc1OC (stereo not given)	3%	5%	-5%	0%	5%	1%	-2%	-10%
21	COC(=O)Cc1cc(OC)c(OC)cc1Cc1cc(OC)c(OC)cc1CC(=O)OC	5%	-4%	-4%	-4%	-4%	-4%	-4%	-3%
22	O=C(NNC1=NCCC1)c1cccc(Br)c1	6%	10%	-2%	-13%	-10%	2%	1%	-5%
23	Brc1ccc(C=Nc2ccc(Nc3ccccc3)cc2)s1	14%	2%	-2%	-2%	-3%	?	10µM*	?
24	CC(C)c1[nH]c(=O)c(C#N)c2c1COC(C)(C)C2	1%	-1%	2%	-20%	?	1%	-7%	-5%

(more compounds)
entry	molecule	RGS12 GoLoco inh	RECQ1 helicase	TR SRC2 fluor cs	TRb SRC2 PPI	KDM4E inh	L3MBTL1 inh	Tau ThT inhib	Tau fibril FP
25	CSc1nc2c(c(=O)[nH]1)C(c1ccccc1)C1=C(CC(C)(C)CC1=O)N2 (stereo not given)	2%	-14%	0%	-4%	?	9%	6%	-2%
26	COc1ccc(CN(C(=O)CCC(=O)N2CCCCC2)c2nccs2)cc1OC	1%	i	2%	-3%	1%	14%	-3%	1%
27	O=C(Nc1ccccc1NS(=O)(=O)c1ccc(F)cc1)C1CCC1	-6%	i	-1%	-1%	-4%	6%	1%	-1%
28	COc1ccc(NC(=O)c2c(C)noc2-c2snnc2C)cc1	-6%	-7%	-8%	-2%	0%	-1%	-3%	-1%
29	COc1ccc(CNC(=O)C2=C(C)C(=O)OC23CCCCC3)cc1	.	.	-3%	5%	.	.	-9%	-15%
30	NCCC[C@@H](CC(=O)N[C@@H]1CCNC[C@H]1C(=O)N[C@H](CC(=O)N[C@@H](CCC(=O)O)CC(=O)O)Cc1c[nH]c2ccccc12)NC(=O)C[C@H](Cc1c[nH]c2ccccc12)NC(=O)[C@@H]1CCCC[C@H]1N	-1%	-7%	-2%	-4%	-8%	.	-21%	1%
31	CC(O)[C@@H](O)[C@H]1CNc2nc(N)[nH]c(=O)c2N1 (stereo not given in full)	-6%	i	-4%	4%	?	.	?	-4%
32	COc1ccc(NS(=O)(=O)c2ccc(O)c(NC(=O)c3ccc(S(=O)(=O)N4CCCC4)cc3)c2)cc1	4%	5%	-4%	5%	5%	-9%	?	13%
33	CCC1CN(C(=O)N2CCC(C(=O)NCCN(CC)CC)CC2)c2cc(C)ccc2O1 (stereo not given)	.	.	-10%	-1%	.	.	-10%	6%
34	O=C(O)CC(C(=O)NCc1ccccc1)C1CCCO1 (stereo not given)	0%	-1%	-4%	5%	-6%	-1%	-11%	-7%
35	Cc1nc(-c2ccccc2)sc1C(=O)/C=C/c1ccc(Cl)cc1	4%	i	2%[53 µM]	-14%[53 µM]	0%	1%	?	3%
36	COc1ccc(/C(=N\Nc2ccccc2C(=O)O)c2ccccc2)cc1	-10%	-3%	-3%	11%	-8%	.	?	?

New compounds follow
entry	molecule	RGS12 GoLoco inh	RECQ1 helicase	TR SRC2 fluor cs	TRb SRC2 PPI	KDM4E inh	L3MBTL1 inh	Tau ThT inhib	Tau fibril FP
37	COc1cc(OC)cc(C(=O)/C=C2\Sc3ccccc3N2C)c1	0%	-12%	-1%	0%	?	66%[activator]	?	-13%
38	COc1ccc(CN(C(=O)CSc2nnc(-c3ccc(F)cc3)o2)c2ccc(F)cc2)cc1	-12%	-3%	-2%	-3%	-1%	1%	-15%	2%
39	O=C(NCc1ccco1)c1cc2cc3ccc(Cl)cc3nc2o1	25%	-15%	-12%	5%	?	-13%[11.4 µM]	-15%	1%
40	Cc1ccc(C2(C)NC(=O)N(CC(=O)Nc3cc(S(=O)(=O)N4CCOCC4)ccc3C)C2=O)cc1 (stereo not given)	-11%	i	-5%	1%	12%	-2%	11%	0%
41	CC12CCC(=O)N1C(C(=O)O)Cc1c2[nH]c2ccccc12 (stereo not given)	9%	-2%	1%	-1%	1%	7%	-3%	4%
42	CCN(CC)S(=O)(=O)c1cccc(C(=O)OCC(=O)c2ccc3c(c2)NC(=O)CO3)c1	-1%	-7%	-1%	1%	-1%	.	-4%	?
43	Cc1cc(C(=O)Nc2nc3c(C)cccc3s2)c(C)o1	3%	-5%	0%	-5%	?	4%	-24%	-16%
44	CCN(CC)c1ccc2cc(-c3nnc(-c4ccccc4)o3)c(=O)oc2c1	9%	-5%	-5%	3%	?	16%	?	7%
45	Cc1ccc(S(=O)(=O)N(CC(=O)NCC2CCCO2)c2cccc([N+](=O)[O-])c2)cc1 (stereo not given)	3%	i	0%	0%	3%	6%	-7%	1%
46	CCOP(=O)(OCC)C(Nc1ccccc1)c1cc(OC)ccc1OC (stereo not given)	7%	i	0%	5%	11%	5%	5%	0%
47	CCN1CCN(S(=O)(=O)c2cc(C(=O)O)ccc2Cl)CC1	2%	-2%	-5%	0%	0%	3%	-2%	2%
48	O=C(O)CSCC(=O)Nc1ccc(Br)c(C(F)(F)F)c1	0%	i	-2%	-6%	-3%	0%	3%	9%

Part of the list above in order of length of the SMILES, lowest first:
entry	molecule	RGS12 GoLoco inh	RECQ1 helicase	TR SRC2 fluor cs	TRb SRC2 PPI	KDM4E inh	L3MBTL1 inh	Tau ThT inhib	Tau fibril FP
43	Cc1cc(C(=O)Nc2nc3c(C)cccc3s2)c(C)o1	3%	-5%	0%	-5%	?	4%	-24%	-16%
48	O=C(O)CSCC(=O)Nc1ccc(Br)c(C(F)(F)F)c1	0%	i	-2%	-6%	-3%	0%	3%	9%
37	COc1cc(OC)cc(C(=O)/C=C2\Sc3ccccc3N2C)c1	0%	-12%	-1%	0%	?	66%[activator]	?	-13%

The list goes on.
entry	molecule	RGS12 GoLoco inh	RECQ1 helicase	TR SRC2 fluor cs	TRb SRC2 PPI	KDM4E inh	L3MBTL1 inh	Tau ThT inhib	Tau fibril FP
49	CCn1c(O)c(C=NC2CCCC2)sc1=S	-4%	-16%	-1%	6%	5%	.	-14%	1%
50	O=C(Nc1ccc(-c2nc3ncccc3o2)cc1)c1ccc(Br)o1	61%[activator]	-5%	0%	-5%	?	-3%	?	4%
51	CC(C)(C)OC(=O)[C@H]1[C@H](c2ccc([N+](=O)[O-])cc2)C2(C(=O)c3ccccc3C2=O)C2c3ccccc3C=NN21 (stereo not given in full)	17%	i	-5%	4%	5%	-20%	?	14%
52	O=C(N/N=C/c1ccncc1)c1cc2ccccc2o1	4%	-1%	-5%	0%	-15%	3%	?	-3%
53	CCNc1nc(NC(C)(C)C)nc(Oc2ccc(=O)n(C)n2)n1	.	.	-11%	-5%	.	.	0%	1%
54	c1ccc2c(c1)OCCOCCOCCOCCOCCOc1ccccc1OCCOCCOCCO2	5%	-1%	0%	-5%	3%	4%	2%	2%
55	COc1ccc(C(=O)Nc2ccc(N3CCOCC3)c(C(F)(F)F)c2)cc1OC	.	.	11µM*[quencher]	-6%	.	.	?	7%
